HT1080 viability: cytotoxicity in HT1080 fibrosarcoma cells, cell-based, fluorescence readout (AID 620) | HT1080 viability, fluorescence; higher % means a stronger effect | cytotoxicity, % at 10 µM, or EC50 in µM where a hit was titrated | 87,000 compounds, 0.42% hits;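 note: cells exposed to compound overnight then 4 h with Alamar Blue; 0% = vehicle DMSO and 100% = killing control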
Spn DPM-DC inh: S. pneumoniae DPM-DC inhibitors, primary screen, biochemical, PK/LDH-coupled NADH fluorescence; purified DPM-DC; calls only at 10 µM; 65,000 compounds, 0.49% hits;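 active = the 320 compounds with the highest percent inhibition in the single-dose primary screen, excluding strongly autofluorescent ones, cut at about 32% in these data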;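 note: kinetic rate of NADH fluorescence loss reporting ADP formed by the decarboxylase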
HPDE-C7K KRASV12: cytotoxicity in KRAS-transformed pancreatic duct cells, primary screen, cell-based, fluorescence, HTS (AID 431) | HPDE-C7K KRASV12 cells, Alamar Blue viability, 48 h; higher % means a stronger effect | one-dose cytotoxicity, % at 10 µM; EC50 in µM for titrated hits | 63,000 compounds, 1.7% hits;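 active = compounds whose percent cytotoxicity in the single-dose primary screen, scaled between solvent and toxic-drug controls, exceeds 50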;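 note: 0% = DMSO solvent wells and 100% = doxorubicin-treated wells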
Spn PMK inh: S. pneumoniae PMK inhibitors, primary screen, biochemical, mevalonate pathway, pilot trial included; phosphomevalonate kinase (Streptococcus pneumoniae D39); purified PMK, PK/LDH-coupled NADH absorbance 340 nm; inhibition, % at 10 µM; 65,000 compounds, 0.49% hits;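 active = top-ranked compounds by inhibition in the single 10 µM screen, taking a fixed number of the strongest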;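 note: 0% = full reaction with DMSO carrier and 100% = background rate without enzyme reaction; no value below 0 was filed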
MK inhibit: S. pneumoniae MK inhibitors, primary screen, biochemical, PK/LDH-coupled NADH absorbance; mevalonate kinase [Streptococcus pneumoniae D39]; purified MK, PK/LDH-coupled NADH absorbance 340 nm; inhibition, % at 10 µM; 65,000 compounds, 0.48% hits; AID 555, 2006;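 active = ranked among the strongest by inhibition in the single 10 µM screen, a fixed top-ranked set picked for dose follow-up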; note: no value below 0 was filed
LYP phosphatase: LYP phosphatase inhibitors, primary screen, biochemical, DiFMUP fluorescence, recombinant catalytic domain, 10 µM (AID 606); Tyrosine-protein phosphatase non-receptor type 22 (Homo sapiens); recombinant LYP catalytic domain, DiFMUP fluorescence; higher % means a stronger effect; one-dose inhibition, % at 10 µM; IC50 in µM for titrated hits; 52,000 tested, under 10 active;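 active = IC50 under 40 µM in the dose-response test; inactive = IC50 of 40 µM or more, or never dose-tested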
Alkaline phosphatase: human TNAP enzyme inhibitors, biochemical, luminescent (AID 518); purified TNAP enzyme, luminescent substrate readout; higher % means a stronger effect; Alkaline phosphatase, tissue-nonspecific isozyme (Homo sapiens); one-dose inhibition, % at 20 µM; IC50 in µM for titrated hits; 64,000 compounds, 0.09% hits; in the data active = a potency from the dose series; inactive = the rest, 99 in 100 with inhibition below about 22%;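 note: plate controls were vehicle for no effect and reference inhibitor for full effect; many of its hits are not listed in these tables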
HPDE-C7 viability: cytotoxicity in HPDE-C7 cells, cell-based, fluorescence, HTS (AID 430); HPDE-C7 pancreatic duct cells viability, fluorescence; higher % means a stronger effect; cytotoxicity, % at 10 µM, or EC50 in µM where a hit was titrated; 63,000 compounds, 1.8% hits;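 note: cells exposed to compound for 48 hours before viability readout; 0% = vehicle and 100% = reference cytotoxic drug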
Bfl-1 displacement: Bfl-1 inhibitors, primary screen, biochemical, fluorescence polarization, FITC-Bid, mouse (AID 432) | FITC-Bid BH3 peptide fluorescence polarization displacement; higher % means a stronger effect | 64,000 compounds, 0.02% hits | one-dose displacement, % at 20 µM; IC50 in µM for titrated hits; in the data active = a potency from the dose series; inactive = the rest, 99 in 100 with displacement below about 15%; note: strong numbers were not always called active
Spn PMK inh pilot replicates: second read-out of Spn PMK inh, no call of its own (marks repeat the call); inhibition, %; measured here: pilot screen replicates
MK inhibit pilot replicates: second read-out of MK inhibit, no call of its own (marks repeat the call); inhibition, %; measured here: pilot screen replicates
Spn DPM-DC inh pilot screen %: second read-out of Spn DPM-DC inh, no call of its own (marks repeat the call); inhibition, %; measured here: pilot screen trials
The depositor's hits bear a star; i = inactive; . = not tested or not shown. Cut-off read from the data, not from the text of the source, unless noted: active = cytotoxicity above about 50%; inactive = the rest.

A first look:
SMILES | HT1080 viability | Spn DPM-DC inh | HPDE-C7K KRASV12 | Spn PMK inh | MK inhibit | LYP phosphatase | Alkaline phosphatase | HPDE-C7 viability | Bfl-1 displacement | others
Cn1c(-c2ccc3c(c2)OCO3)cnc1NCc1ccc(Cl)cc1 | -3% | i | 62%* | 9 | 19 | . | 10% | 43% | 4%
O=C(c1ccco1)N1CCN(C/C=C/c2ccccc2)CC1 | 3% | i | -5% | 4 | 8 | 8% | 7% | -1% | -4%
COc1cccc(-n2nnc3c(=O)n(Cc4cccc(C)c4)cnc32)c1 | -2% | i | -12% | 9 | 4 | 4% | 12% | -20% | -4%

Results, from the first entry:
SMILES | HT1080 viability | Spn DPM-DC inh | HPDE-C7K KRASV12 | Spn PMK inh | MK inhibit | LYP phosphatase | Alkaline phosphatase | HPDE-C7 viability | Bfl-1 displacement | others
Cn1c(-c2ccc3c(c2)OCO3)cnc1NCc1ccc(Cl)cc1 | -3% | i | 62%* | 9 | 19 | . | 10% | 43% | 4%
O=C(c1ccco1)N1CCN(C/C=C/c2ccccc2)CC1 | 3% | i | -5% | 4 | 8 | 8% | 7% | -1% | -4%
COc1cccc(-n2nnc3c(=O)n(Cc4cccc(C)c4)cnc32)c1 | -2% | i | -12% | 9 | 4 | 4% | 12% | -20% | -4%
Cn1nnnc1SCCNCc1cccnc1 | -10% | i | -10% | 4 | 7 | 6% | 1% | -4% | -1%
CC(C)c1cc(C(F)(F)F)n2nc(C(=O)Nc3ccc4c(c3)OCO4)cc2n1 | -5% | i | -21% | 10 | 8 | 14% | 4% | -5% | 5%
COc1ccc(CCNc2cc(=O)[nH]c(N)n2)cc1 | -7% | i | 0% | 0 | 12 | 16% | 2% | 9% | 4%
O=C(C1CC1)N1CCc2cc(Br)cc(S(=O)(=O)NCCN3CCOCC3)c21 | 0% | i | -10% | 0 | 7 | . | 9% | -15% | 1%
CC1(C)CC(O)C(CCC(O)c2ccccc2)C(C)(C)N1 (configuration not stated) | -4% | i | -18% | 17 | 6 | -8% | 2% | -15% | -10%
N#Cc1cccc(NC(=O)CC2CCCCC2)c1 | -2% | i | -11% | 0 | 0 | 4% | 6% | -2% | 0%
Cc1ccc(Cl)cc1N1CCN(C(=O)C2CCN(S(=O)(=O)c3cccnc3)CC2)CC1 | . | i | -2% | 2 | 11 | 7% | 17% | -9% | -9%

Next section; it opens with the two that closed the last part.
SMILES | HT1080 viability | Spn DPM-DC inh | HPDE-C7K KRASV12 | Spn PMK inh | MK inhibit | LYP phosphatase | Alkaline phosphatase | HPDE-C7 viability | Bfl-1 displacement | others
N#Cc1cccc(NC(=O)CC2CCCCC2)c1 | -2% | i | -11% | 0 | 0 | 4% | 6% | -2% | 0%
Cc1ccc(Cl)cc1N1CCN(C(=O)C2CCN(S(=O)(=O)c3cccnc3)CC2)CC1 | . | i | -2% | 2 | 11 | 7% | 17% | -9% | -9%
CCOC(=O)C1CCN(c2ncnc3c2oc2ccc(Cl)cc23)CC1 | -12% | i | 6% | 5 | 8 | . | 4% | 11% | -8%
CCOC(=O)C1=C(CNCCc2ccc(Cl)cc2)NC(=O)NC1c1ccc2c(c1)OCO2 (configuration not stated) | 5% | i | 36% | 6 | 6 | 5% | 0% | 34% | -4%
CCOC(=O)c1sc(NC(=O)C(CC)Sc2nnc3c4ccccc4n(CC)c3n2)nc1C (configuration not stated) | 6% | i | -6% | 15 | 9 | . | 3% | 3% | 0%
Cc1ccc(C(=O)O)cc1S(=O)(=O)NCC1CCCO1 (configuration not stated) | -1% | i | -4% | 0 | 7 | -8% | 7% | -1% | -2%
COc1cccc(-c2cc(C(=O)NC3CCCC3)no2)c1 | . | i | -13% | 15 | 0 | 6% | 9% | -6% | -9%
CC(=O)c1ccc(NC(=O)CSc2nc3nc(C)cc(C)n3n2)cc1 | -2% | i | -7% | 1 | 5 | 10% | 4% | -5% | 1%
COC(=O)[C@H](CCSC)NC(=O)Nc1ccc(OC)cc1 | -1% | i | . | 11 | 1 | 3% | 14% | . | -2%
c1ccc2c(c1)oc1c(Nc3ccc(CN4CCOCC4)cc3)ncnc12 | -4% | i | 15µM* | 13 | 8 | 5% | 4% | 13µM* | -1%
Cc1noc(C)c1S(=O)(=O)N(CCc1ccccc1)Cc1ccccc1 | 4% | i | 6% | 12 | 0 | . | 6% | -6% | -1%
Cc1ccc(-n2c(SCC(N)=O)nnc2-c2ccccn2)cc1C | 36% | i | -16% | 0 | 7 | . | 13% | -7% | -4%
COc1ccc(OC)c(NC2=NC3(CCCC3)N=C(N)N2)c1 | -3% | i | -2% | 3 | 1 | 15% | 6% | 7% | -3%
CCC(C)(C)NC(=O)C(OC(=O)c1cc2sccc2n1C)c1ccc(OC)cc1 (configuration not stated) | 6% | i | -26% | 0 | 0 | . | 8% | -7% | 3%
COc1ccc2c(c1)OC(O)(C(F)(F)F)CC2=O (configuration not stated) | 5% | i | -2% | 12 | 9 | 5% | 13% | -3% | -2%
COC(=O)[C@H](C)NC(=O)NCc1ccco1 | 26% | i | . | 9 | 3 | 11% | 10% | . | -9%
CC1Cc2nc(SCC(N)=O)n(Cc3ccccc3)c(=O)c2S1 (configuration not stated) | . | i | 16% | 2 | 6 | . | 20% | -3% | -1% | Spn PMK inh pilot replicates=5.0;MK inhibit pilot replicates=0.0;Spn DPM-DC inh pilot screen %=0.0
COc1ccc(C2C(C(C)=O)=C(O)C(=O)N2C)c(OC)c1 (configuration not stated) | 6% | i | 18% | 0 | 1 | 4% | 21% | 6% | -4% | Spn PMK inh pilot replicates=2.5;MK inhibit pilot replicates=1.5;Spn DPM-DC inh pilot screen %=0.5
CCCn1c(=O)c(C(=O)NCc2ccc(OC)c(OC)c2)c(O)c2ccccc21 | -2% | i | 10% | 8 | 10 | -1% | 9% | -1% | -4%
CCOC(=O)c1cnc(SC2CCc3ccccc3C2=O)nc1N (configuration not stated) | -7% | i | 26% | 7 | 15 | . | 15% | 17% | -5%
CCCn1c(CN2CCCCC2C)nc2c1c(=O)n(C)c(=O)n2C (configuration not stated) | 2% | i | -9% | 8 | 2 | 10% | 3% | -16% | -11%
COc1cc2c(cc1OC)C(C(=O)N1CCN(c3ccccn3)CC1)C(c1cccs1)N(C)C2=O (configuration not stated) | 3% | i | . | 9 | 5 | -5% | 6% | . | -5%
COc1ccc(NC(=O)CSc2nnc(-c3cccs3)n2-c2ccccc2)cc1 | 0% | i | -6% | 18 | 5 | -6% | 2% | -2% | 2%
CCOc1ccccc1NC(=O)NC1(C(=O)N2CCOCC2)CCCCC1 | 4% | i | -17% | 8 | 0 | . | 7% | -14% | 1%
COc1cccc(-c2nnc3sc(-c4cccs4)nn23)c1 | 3% | i | 36% | 1 | 4 | 9% | 20% | 46% | -3%
S=c1[nH]nc(-c2ccncc2)n1CC1CCCO1 (configuration not stated) | 10% | i | -10% | 12 | 33 | . | 8% | 6% | 3%
CCNC(=O)N1CCNC(=O)C1CC(=O)Nc1ccc(C(=O)OCC)cc1 (configuration not stated) | 6% | i | -8% | 13 | 9 | 11% | 6% | -1% | -6%
Cc1ccc2c(c1)nc(NCCO)n2C | -6% | i | 4% | 13 | 4 | 16% | 14% | 4% | 10%
CCn1cnc2c1c(=O)n(CC(=O)Nc1cc(C)on1)c(=O)n2Cc1ccccc1 | 15% | i | -2% | 0 | 1 | . | 10% | 0% | -4%
COc1ccc(OC)c(NC2=NC3(CCCCC3)N=C(N)N2)c1 | 30% | i | -3% | 0 | 10 | -2% | -10% | -2% | -2%
Cc1noc(C(=O)Nc2c(C)n(C)n(-c3ccccc3)c2=O)c1Cl | -4% | i | -4% | 3 | 1 | 12% | 1% | 3% | 7%
Cc1nnc(N(C(=O)c2cnccn2)c2ccccc2)s1 | -2% | i | -11% | 11 | 0 | 15% | 5% | -11% | 1%
O=C(NCc1ccccn1)c1ccc2ccccc2n1 | . | i | -3% | 0 | 3 | -6% | 17% | -5% | -4%
O=S1(=O)c2cccc3cccc(c23)N1Cc1nnc(-c2ccccc2Br)o1 | 10% | i | 28% | 6 | 8 | -1% | 13% | 32% | 3%
CC(C)C1Cc2c(C#N)c(N)sc(=S)c2CO1 (configuration not stated) | . | i | 6% | 3 | 4 | . | 37% | -13% | 16% | Spn PMK inh pilot replicates=0.0;MK inhibit pilot replicates=0.0;Spn DPM-DC inh pilot screen %=0.0
CC(=O)c1cnc2cc(-c3ccccc3)nn2c1C | 19% | . | 4% | 2 | 9 | 11% | 12% | -21% | 0% | Spn PMK inh pilot replicates=1.0;MK inhibit pilot replicates=2.0
COc1ccc(S(=O)(=O)Nc2cc(C)c(O)c(S(=O)(=O)c3ccccc3)c2)cc1 | -3% | i | -7% | 14 | 3 | . | 5% | -11% | 0%
Cn1c(NC(=O)Cc2cccs2)cc(=O)n(C)c1=O | -1% | i | -1% | 5 | 8 | 6% | 5% | -5% | -1%
O=C(Nc1cnn(Cc2ccc(Cl)cc2)c1)c1cnccn1 | 2% | i | -3% | 0 | 6 | 8% | 12% | -5% | -3%
COC(=O)NCc1cccc(CNC(=O)OC)c1 | 2% | i | 7% | 14 | 2 | 9% | 10% | 1% | -1%
CCOc1ccc(NC(=O)CCC(=O)n2nc(C)cc2C)cc1 | 3% | i | -6% | 6 | 18 | 2% | 15% | -6% | 0%
CCOc1cc(C2NC(=O)NC(O)(C(F)(F)F)C2C(=O)c2ccccc2)ccc1OC (configuration not stated) | -1% | i | -6% | 11 | 3 | 12% | 14% | -20% | -1% | Spn PMK inh pilot replicates=0.0;MK inhibit pilot replicates=0.0;Spn DPM-DC inh pilot screen %=1.5
C=CCc1ccc(OCC(O)CN2CCCCC2C)c(OC)c1 (configuration not stated) | -4% | i | 23% | 11 | 3 | . | 2% | 14% | 4%
CCn1cc(C(=O)NCCCN(C)C)c(=O)c2cc(F)c(N3CCN(C)CC3)cc21 | 2% | i | 0% | 5 | 0 | 13% | 8% | 7% | -4%
CCC(C)(C(=O)NC1CCCCC1)N(C)C(=O)c1ccccn1 (configuration not stated) | . | i | -11% | 0 | 0 | -9% | 8% | -23% | 8%
O=C(Nc1ccc(N2CCOCC2)cc1)c1ccc2nc(-c3ccco3)c(-c3ccco3)nc2c1 | -4% | i | -26% | 5 | 10 | 14% | 10% | -9% | 13%
Cc1cc(NC(=O)CCS(=O)(=O)c2nc(-c3ccccc3)cc(C(F)(F)F)n2)no1 | 14% | i | . | 5 | 1 | 8% | 11% | 9µM* | -3%
COc1ccc(C2C(C(=O)N3CCOCC3)c3ccccc3C(=O)N2c2ccc(OC)cc2)cc1 (configuration not stated) | 9% | i | -8% | 0 | 0 | 6% | 4% | -12% | -12%

Screens as filed in PubChem.
